Tb PFK inh: blocks T. brucei phosphofructokinase; O15648; T. brucei PFK, ADP-Glo luminescence; Potency, µM (titrated, usually from 57.5 µM), for the others: at the highest dose activity, negative = inhibition, hits mostly inhibitors; actives 0.17% (n = 330,000);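 note: potency is the fitted concentration of half-maximal effect; 0% = uninhibited 1x PFK enzyme wells and -100% = no-enzyme wells; nearly all actives have a fitted effect of over 60% in size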
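ADP-Glo luminescence quantified ADP after 45 min at room temperature, with 1.25 nM T. brucei PFK, 0.1 mM ATP and 0.5 mM fructose-6-phosphate in pH 8.0 TEA buffer. qHTS titrations up to 57 µM; curves classified by quality.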
TSHR antagonist: human thyrotropin receptor antagonism. TSHR-expressing cells, TSH-stimulated cAMP HTRF, 2 h; hits give low values. activity change, negative = inhibition, % at 11.5 µM. actives 0.2% (n = 330,000). AID 504810;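 active = activity change below a set negative limit, meaning inhibition stronger than a set level, cut at about -70% in these data; inconclusive = activity change between two set negative limits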; note: % is set by controls: 0 for no effect and ±100 for the full control effect
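TSHR-expressing cells, 200/well, pre-treated with compound, then stimulated with EC80 TSH (4nM final) for 2 hours at 37 deg C. cAMP measured by competitive HTRF: anti-cAMP cryptate antibody in lysis buffer plus cAMP-d2, read after 30 minutes at room temperature.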
USP2a inh: blocks human ubiquitin-specific protease USP2a; USP2 core, Ub-CHOP2 coupled fluorogenic reporter, 485/531; AID 463254; Potency, µM (series often up to 38.3 µM), for the others: top-dose activity change, negative = inhibition, hits mostly inhibitors; actives 0.01% (n = 330,000);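 note: potency is the fitted concentration of half-maximal effect; plate controls were DMSO wells for no effect and full inhibition by NEM control for full effect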
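USP2 core (10nM final) preincubated 30min RT with compound in 20mM Tris-HCl pH 8.0, 2mM CaCl2, 2mM beta-mercaptoethanol, 0.05% CHAPS; 25nM Ub-CHOP2 plus 25nM reporter substrate added, fluorescence (Ex485/Em531) read after 60min.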
B2AR arrestin: recruits beta-arrestin to the human beta2-adrenergic receptor; P07550; beta-arrestin recruitment to beta2AR, cell-based reporter; Potency, µM (top dose mostly 46.1 µM), without a hit: at the highest dose activation, hits mostly activators; actives 0.02% (n = 330,000); AID 492947;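 note: potency is the fitted concentration of half-maximal effect; 0% = DMSO controls and full agonism = EC100 isoproterenol or metaproterenol; nearly all actives have a fitted effect of over 65% in size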
Target sequence (P07550 whole entry, looked up): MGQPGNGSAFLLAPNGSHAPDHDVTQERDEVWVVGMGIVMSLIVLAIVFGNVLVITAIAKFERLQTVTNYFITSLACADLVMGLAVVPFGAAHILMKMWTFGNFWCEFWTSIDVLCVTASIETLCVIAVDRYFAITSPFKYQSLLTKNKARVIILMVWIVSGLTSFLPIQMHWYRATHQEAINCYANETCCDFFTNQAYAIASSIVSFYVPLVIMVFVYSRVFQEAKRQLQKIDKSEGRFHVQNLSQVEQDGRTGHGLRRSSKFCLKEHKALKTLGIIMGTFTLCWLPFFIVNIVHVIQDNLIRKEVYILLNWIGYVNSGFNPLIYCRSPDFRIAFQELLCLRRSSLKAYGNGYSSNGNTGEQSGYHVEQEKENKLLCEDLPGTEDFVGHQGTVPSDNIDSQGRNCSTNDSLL
Mito fusion act: blocks mitochondrial division or promotes mitochondrial fusion; Potency, µM (doses to about 46.1 µM), for inactives: at the top dose growth rescue (activation), hits mostly activators; S. cerevisiae fusion-defective mutant growth rescue, CellTiterGlo 48 h; actives 0.23% (n = 320,000);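 note: potency is the fitted concentration of half-maximal effect; % of control where 0% means no effect; nearly all actives have a fitted effect of over 45% in size; temperature-sensitive fusion mutants such as fzo1-1 at 37 °C on non-fermentable ethanol glycerol medium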
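Luminescent cell viability in 1536-well qHTS format served as the measure of rescued growth in ts fusion-mutant S. cerevisiae cultured on non-fermentable YPEG for 48 hours at 37C.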
uPA surface inh: blocks generation of uPA at the cell surface. actives 0.31% (n = 330,000). Potency, µM (top dose mostly 38.3 µM), inactives show at the highest dose activity change, negative = inhibition, most hits filed as inhibitors. cell surface uPA generation assay, qHTS. AID 540303; active = well fitted inhibition curve with a large enough effect; inconclusive = small, poorly fitted or top-dose-only effect; inactive = no such curve, though single readings can be large or run the other way; tested in mouse RAW 264.7 cells; note: potency is the fitted concentration of half-maximal effect; % is set by controls: 0 for no effect and ±100 for the full control effect; nearly all actives have a fitted effect of over 55% in size
TCR act: activates T cell receptor signaling; primary human leukocytes, anti-CD3, IL-2 HTRF, 48 h; AID 504894; Potency, µM (series often up to 9.22 µM), without a hit: at the top dose activation of IL-2 secretion, hits mostly activators; 330,000 tested, under 10 active; note: % of control where 0% means no effect
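Primary human leukocytes were stimulated with a-CD3 beads plus compounds for 48 hr without co-stimulation; secreted IL-2 was quantified by HTRF using a-IL-2-K (europium cryptate) and a-IL-2-d2, excited at 320nm with acceptor emission read at 665nm.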
TSG101-PTAP inh: blocks PTAP/TSG101 interaction to inhibit HIV-1 budding; Potency, µM (top dose mostly 115 µM), without a hit: at the top dose activity change, negative = inhibition, actives largely listed as inhibitors; AID 493005; Fluorescence polarization, FITC-PTAP peptide / Tsg101 binding; 340,000 tested, under 10 active; Q99816; active = well fitted inhibition curve with a large enough effect in the main read-out, with a control signal flat, not every such curve was filed as active; inconclusive = small, poorly fitted or top-dose-only effect, or effect the other way, or a change in a side signal; inactive = no such curve, though single readings can be large or run the other way; note: potency is the fitted concentration of half-maximal effect; % of control where 0% means no effect
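Steps: Tsg101 binding domain dispensed (10 uM final), compounds pinned in DMSO, FITC-labeled PTAP-motif peptide added (50 nM final); after 20 min binding at room temperature, polarization measured.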
ELG1 repair inh: inhibitors of ELG1-dependent DNA repair in HEK293T cells; HEK293T ELG1-luciferase reporter, luminescence, 16 h; DNA damage induced by 5-fluorouridine; Potency, µM (top dose mostly 46.1 µM), for the others: top-dose activity change, negative = inhibition, most hits filed as inhibitors; actives 2.3% (n = 330,000); note: potency is the fitted concentration of half-maximal effect; % is set by controls: 0 for no effect and ±100 for the full control effect; nearly all actives have a fitted effect of over 55% in size
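Cells (2,000 per well) received 5-fluorouridine plus test compound or DMSO and were incubated 16 hr at 37 °C, 5% CO2. Luciferase activity was read by luminescence 30 min after ONE-Glo addition; signal suppression marked inhibition of damage-induced ELG1 function.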
Eya2 inh: inhibitors of human Eya2 phosphatase activity; recombinant Eya2, OMFP fluorescence dephosphorylation (OMFP is methylfluorescein phosphate); Potency, µM (highest dose often 76.9 µM), for the others: top-dose activity, negative = inhibition, most hits filed as inhibitors; actives 0.006% (n = 330,000); AID 488837; note: potency is the fitted concentration of half-maximal effect; % is set by controls: 0 for no effect and ±100 for the full control effect
Target sequence (O00167 whole entry, looked up): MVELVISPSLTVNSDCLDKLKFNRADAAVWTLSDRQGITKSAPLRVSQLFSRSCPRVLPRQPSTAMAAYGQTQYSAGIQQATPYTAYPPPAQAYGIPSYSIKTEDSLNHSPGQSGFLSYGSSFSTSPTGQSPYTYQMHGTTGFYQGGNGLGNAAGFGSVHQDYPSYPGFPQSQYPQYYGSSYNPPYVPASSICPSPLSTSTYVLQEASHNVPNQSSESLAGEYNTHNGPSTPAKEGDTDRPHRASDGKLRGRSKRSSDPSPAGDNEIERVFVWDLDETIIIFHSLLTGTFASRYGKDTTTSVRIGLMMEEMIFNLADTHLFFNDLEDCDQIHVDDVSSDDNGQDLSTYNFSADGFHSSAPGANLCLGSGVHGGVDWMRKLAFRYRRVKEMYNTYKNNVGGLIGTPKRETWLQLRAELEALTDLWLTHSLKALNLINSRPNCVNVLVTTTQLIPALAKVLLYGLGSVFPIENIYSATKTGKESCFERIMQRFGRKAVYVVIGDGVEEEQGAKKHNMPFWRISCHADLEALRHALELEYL
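Eya2 (0.2 uM) preincubated 10 min at ambient with compound, then OMFP substrate added at 50 uM; 10 min reaction in 50 mM HEPES pH 7.5, 50 mM NaCl, 5 uM MgCl2, 0.05% BSA, 1 mM DTT. Fluorescence read at Ex 485/Em 525 nm.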
BCR signal inh: chronic active BCR signaling inhibition; actives 0.05% (n = 340,000); AID 493014; Potency, µM (top dose mostly 46.1 µM), for the others: at the highest dose ratio change, negative = lower green/red ratio, actives largely listed as inhibitors; ABC-DLBCL IkBa-CBG/CBR reporter, luminescence ratio, 4 h; active = well fitted inhibition curve with a large enough effect in the signal ratio, with a control signal flat, not every such curve was filed as active; inconclusive = small, poorly fitted or top-dose-only effect, or effect the other way, or a change in a side signal; the % refers to the signal ratio;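 note: potency is the fitted concentration of half-maximal effect; plate controls were basal doxycycline-induced cells for no effect and cells given 10 µM MG132 for full effect; MG132 reads +100%, hits lower the ratio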
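TMD8 human ABC-DLBCL cells with doxycycline-inducible IκBα–green luciferase fusion and unfused red luciferase, in 0.5% FBS medium; compounds up to 46 uM, 4 h at 37C. Green/red luminescence ratio, filter-overlap corrected, fitted to concentration-response curves.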
* marks the source's active call; other numbers are inactive results; ? = inconclusive; nt = no result given; [ ] = another dose, or the depositor's remark. Unless noted, calls come from the whole dose curve; as a rule, active = well fitted curve in the direction sought with a large enough effect; inconclusive = small, poorly fitted or top-dose-only effect, or another doubt; inactive = no such curve, though single readings can be large; an effect the other way counts as inactive or inconclusive.

SMILES	Tb PFK inh	TSHR antagonist	USP2a inh	B2AR arrestin	Mito fusion act	uPA surface inh	TCR act	TSG101-PTAP inh	ELG1 repair inh	Eya2 inh	BCR signal inh
Cc1ccc2c(c1)cc(CN(Cc1ccco1)C(=O)COc1ccccc1)c1nnnn12	-3%	2	-3%	0.4%	7%	-1%	nt	-11%	21µM*	-10%	0%
COC(=O)c1ccc(NC(=O)c2ccccc2CC[N+](=O)[O-])cc1	4%	5	0%	-0.8%	-1%	5%	1%	0%	12%	-18%	?
OC1CCCN(c2c3c(nc4cc(-c5cccc(F)c5)nn24)CCCC3)C1 (configuration not stated)	-15%	-9	-4%	-0.7%	?	6%	-3%	-1%	?	2%	?
CCCS(=O)(=O)Nc1ccc(N2CCCCC2)c(S(=O)(=O)Nc2ccccc2OC)c1	0%	-3	2%	0.4%	15%	-3%	2%	0%	-4%	-23%	2%
COc1ccc(CCc2nc(-c3cccs3)no2)cc1	1%	-19	-13%	0.6%	-2%	4%	-2%	2%	?	3%	?
CN(C(=S)NC(=O)c1ccccc1)C1CCCCC1	-8%	-5	2%	-0.1%	-10%	?	-4%	1%	?	19%	-2%
CCN(Cc1ccccc1)S(=O)(=O)c1nc2nc(C)c(C)c(C)n2n1	2%	-5	1%	-0.2%	6%	2%	0%	-8%	-1%	-27%	10%
O=C(Nc1ccccc1)c1oc2ccccc2c1NC(=O)C1CC1	-10%	-11	4%	8.4%	1%	-2%	2%	-2%	-2%	-5%	0%
CCC(=O)Nc1ccc(/C(C)=N/NC(=O)c2c(-c3ccccc3Cl)noc2C)cc1	0%	36	-1%	-0.8%	-6%	2%	0%[46.1 µM]	-8%	-16%	1%	-1%
COCCC(=O)N1CCC(Oc2ccc(C(=O)N3CCCCC3CCO)cc2)CC1 (configuration not stated)	1%	7	3%	0.2%	4%	1%	-2%	1%	?	-6%	?
O=Cc1c(Nc2ccccc2Cl)nc2ccccn2c1=O	?	-3	1%	-0.3%	5%	11%	2%	-5%	16%	-3%	2%
O=C(CN1CCN(C(=O)c2ccccc2)CC1)Nc1cc(S(=O)(=O)N2CCCC2)ccc1Cl	5%	-21	0%	-0.2%	-2%	-27%	4%	1%	-10%	2%	2%
CC1(NC(=O)Cc2ccc(Cl)c(Cl)c2)CCS(=O)(=O)C1 (configuration not stated)	-28%	27	1%	-0.7%	3%	0%	7%	-1%	10%	0%	4%
CCOC(=O)c1c(C)[nH]c(C(=O)C(C)Cl)c1C (configuration not stated)	3%	19	6%	-0.2%	-3%	-13%	-2%	-1%	6%	-3%	-1%
CCOC(=O)C(C)Sc1nnc(-c2ccccc2O)n1-c1ccc(C)cc1 (configuration not stated)	-4%	-10	-4%	-0.1%	7%	2%	3%	-1%	-10%	5%	0%
CCc1ccccc1NC(=O)/C(C#N)=C/c1ccc(Sc2ccccc2)o1	-1%	-16	2%	-0.9%	11µM*	-19%	-7%[46.1 µM]	0%	-2%	-3%	0%
CSc1nc(SCC(=O)NCc2ccco2)c2c3c(sc2n1)COC(C)(C)C3	-1%	-5	-5%	0.4%	-1%	nt	nt	-1%	?	-11%	?
O=[N+]([O-])c1ccc(-c2cc(-c3ccncc3)nc3ccc4ccccc4c23)cc1	-1%	28	-3%	-0.1%	1%	-9%	11%	-5%	23%	-8%	?
CCOCC(=O)Nc1ccc(S(=O)(=O)Nc2ncccn2)cc1	0%	21	1%	-0.7%	-1%	-1%	-2%	-6%	22%	-15%	8%
COc1ccc(C(=O)OCC(=O)c2c[nH]c3ccccc23)cc1OC	2%	-6	-6%	0.0%	2%	11%	10%	-5%	?	-13%	?
O=C(CSc1ncn[nH]1)Nc1c(F)cc(F)cc1Br	2%	3	-1%	0.3%	0%	4%	0%	1%	6%	-16%	-11%
CC(C)N(C(=O)COC(=O)c1ccccc1C(=O)c1ccc(Cl)c([N+](=O)[O-])c1)C(C)C	-6%	-17	-2%	0.2%	1%	nt	-1%	-4%	?	10%	?
COc1cc2c(cc1/C=C1/NC(=O)N(CC(=O)Nc3ccccc3)C1=O)OCO2	-1%	3	3%	-0.3%	5%	-2%	-21%	0%	7%	-2%	9%
C[C@H](NC(=O)OC(C)(C)C)c1nnc(SCC(N)=O)o1	-6%	-7	-1%	-0.5%	-1%	nt	-6%	-7%	-1%	1%	0%
COCc1ccc(C(=O)N2CCc3c([nH]c4ccccc34)C2c2ccccn2)s1 (configuration not stated)	-1%	-13	1%	-0.1%	28%	8%	9%	-4%	?	2%	-9%
CCOc1cc(/C=C/C(=O)c2ccc(C)cc2)ccc1OCC(=O)N(C)C	1%	6	2%	0.0%	3%	?	4%[46.1 µM]	1%	18µM*	-6%	?
O=C(CNC(=O)c1ccc(S(=O)(=O)N2CCCC2)cc1)N/N=C/c1ccco1	5%	7	-2%	-0.9%	-3%	4%	12%	0%	-2%	-7%	0%
Nc1nnc(SCC(=O)Nc2cc(F)ccc2F)s1	-1%	26	-1%	-0.2%	-3%	5%	3%	-2%	12%	3%	?
O=C1CSC(=NC(=O)c2ccccc2)N1	-3%	-4	0%	0.4%	5%	17%	9%	-10%	-8%	-2%	nt
CC(=O)NC(CC(=O)O)C(=O)O (configuration not stated)	-27%	1	2%	0.1%	1%	-10%	54%	1%	27%	-28%	-9%
COc1ccc(NC(=O)N(Cc2cc3cc(OC)ccc3[nH]c2=O)CC2CCCO2)cc1 (configuration not stated)	0%	8	-7%	0.0%	-3%	1%	4%	1%	10µM*	17%	-9%
CCN1C(=O)/C(=C2\SC(N3CCOCC3)=NC2=O)c2ccccc21	-7%	-3	-2%	-0.5%	1%	10%	13%	-4%	?	3%	-1%
O=C(/C=C/c1ccc2ccccc2n1)N1CCN(c2ccccc2)CC1	-2%	-6	0%	0.2%	20%	1%	nt	1%	-5%	-1%	-1%
CC(=O)c1c(C)[nH]c(C(=O)Nc2cc(S(=O)(=O)N3CCCCC3)ccc2C)c1C	-2%	-9	3%	-0.2%	0%	5%	-15%	-2%	-1%	-3%	-1%
N#Cc1cnn2c(-c3cccc(C(F)(F)F)c3)ccnc12	6%	-6	0%	-0.8%	11%	-6%	0%	0%	1%	5%	5%
Nc1ncc(Br)cc1S(=O)(=O)NCCC(=O)NCCc1ccc(Cl)cc1	-4%	-17	1%	0.2%	-9%	1%	-1%	-4%	-8%	-6%	?
O=C(CC1CCCC1)Nc1cc(S(=O)(=O)N2CCOCC2)ccc1O	0%	6	3%	-1.1%	-2%	4%	-1%	-7%	15%	?	-2%
Cc1ccc(NC(=O)CN(C)S(=O)(=O)c2cnc[nH]2)cc1C	-1%	6	4%	-1.2%	1%	1%	-6%	-3%	-17%	-19%	-1%
N#CCC(=O)N1CCN(C=O)CC1	-3%	0	-1%	-0.3%	-10%	2%	3%	-4%	-1%	1%	2%
OC(c1cc(-c2ccc(Cl)cc2)nc2ccccc12)C1CCCCN1 (configuration not stated)	-4%	-7	-2%	-0.6%	-25%	-8%	1%	-1%	?	4%	?
c1ccc2c(c1)NC1(CCCCC1)n1c-2nc2ccccc21	-3%	0	2%	-0.2%	-2%	nt	2%	-8%	?	-14%[15.4 µM]	5%
O=C(CN1CCOCC1)Nc1cc(Cl)ccc1Cl	0%	3	1%	0.1%	6%	-2%	-2%	-4%	4%	15%	-5%
CCC(=O)c1ccc(OCC(=O)OCC(=O)N(C)CC(=O)Nc2ccc(F)cc2)cc1	-1%	-6	-4%	-2.0%	-3%	2%	5%	1%	1%	4%	?
COc1ccc(C(=O)C2CCCN(Cc3ccc4nonc4c3)C2)c(C)c1 (configuration not stated)	-1%	-10	2%	-0.7%	5%	2%	0%	-1%	?	2%	0%

From PubChem BioAssay
